Anesthetic bind – candidate novel general anesthetic via apoferritin binding; Potency, µM (titrated, usually from 77.5 µM), inactives show at the top dose activity change, negative = displacement, actives largely listed as inhibitors; P02791; 0.074% of 350,000 active; apoferritin/1-aminoanthracene competitive binding, fluorescence; note: potency is the fitted concentration of half-maximal effect; % is set by controls: 0 for no effect and ±100 for the full control effect; nearly all actives have a fitted effect of over 20% in size
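Concentration-response curves derived by four-parameter Hill fitting of normalized fluorescence, where compounds displaced 1-AMA from 10 uM horse apoferritin following a brief 10 min room-temperature incubation; propofol titration acted as positive control.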
TRHR ag – agonists of human TRH receptor | AID 493084 | 0.18% of 360,000 active | TRHR cells, calcium flux fluo-8, FDSS agonist mode | activation, % at 2 µM; in the data active = activation above about 30%; note: 0% is about no effect
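Steps: seed TRHR cells overnight; add fluo-8 no-wash Ca dye, RT 30 min–1.5 h; record 10 s baseline; pin-transfer compounds; monitor fluorescence 1 cycle/s for the agonist window. Calcium increases flag candidate agonists.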
BLM helicase inh – Bloom syndrome helicase (human) inhibition; recombinant BLM DNA unwinding, fluorescence dequenching; AID 2528; Potency, µM (titrated, usually from 56.1 µM), for inactives: top-dose activity change, negative = inhibition, most hits filed as inhibitors; P54132; 0.2% of 350,000 active;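 note: potency is the fitted concentration of half-maximal effect; plate controls were vehicle for no effect and no enzyme for full effect; nearly all actives have a fitted effect of over 35% in size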
Pol beta inh – blocks human DNA polymerase beta activity. Pol beta primer extension/strand displacement, fluorescence kinetic. AID 485314. Potency, µM (titrated, usually from 114 µM), for the others: top-dose activity change, negative = inhibition, hits mostly inhibitors. 1.3% of 340,000 active. P06746; note: potency is the fitted concentration of half-maximal effect; % is set by controls: 0 for no effect and ±100 for the full control effect
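Values derive from four-parameter Hill fits of normalized kinetic data: reads at 0 and 10 min following addition of 50 nM substrate to 10 nM Pol beta preincubated 15 min with compound.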
POLK inh – DNA polymerase kappa (human) inhibition. Q9UBT6. purified Pol kappa, fluorescent DNA synthesis assay, 10 min. Potency, µM (top dose mostly 107 µM), for inactives: at the highest dose activity, negative = inhibition, usual class: inhibitors. 0.53% of 400,000 active; note: potency is the fitted concentration of half-maximal effect; % is set by controls: 0 for no effect and ±100 for the full control effect
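Fluorescent qHTS in 1536-well format: enzyme (10 nM) and compound sat 15 min at room temperature before 50 nM substrate (final) was added. Signal taken at 0 and 10 min; no-enzyme buffer wells were negative controls.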
ERG Ets-DNA blk – ERG Ets/DNA interaction inhibition | fluorescence polarization, His-ERG Ets domain / labelled DNA | 0.028% of 370,000 active | Potency, µM (top dose mostly 76.9 µM), for inactives: at the top dose FP activity, negative = inhibition, actives largely listed as inhibitors | P11308 | AID 624246; active = well fitted inhibition curve with a large enough effect in the polarisation, with a control signal flat; inconclusive = small, poorly fitted or top-dose-only effect, or effect the other way, or a change in a side signal; inactive = no such curve, though single readings can be large or run the other way; the % refers to the polarisation;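 note: polarization taken with two DNA probes labelled with fluorescein and Texas red; potency is the fitted concentration of half-maximal effect; % of control where 0% means no effect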
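His-tagged ERG Ets domain (1 uM in the protein solution; 300mM KCl, 50mM Tris-HCl, 1mM EDTA, 1mM DTT, pH 7.5) received compound, then a probe mix of 5 nM fluorescein-DNA and 100nM Texas-615-DNA. Fluorescence polarization was read for both dyes.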
ALOX12 inh – blocks human arachidonate 12S-lipoxygenase; 1.1% of 580,000 active; purified 12hLO, xylenol orange hydroperoxide absorbance; P18054; AID 1671190; Potency, µM (series often up to 108 µM), for inactives: at the top dose activity change, negative = inhibition, most hits filed as inhibitors; note: potency is the fitted concentration of half-maximal effect; % is set by controls: 0 for no effect and ±100 for the full control effect
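Purified human 12hLO at 150 nM in 25 mM Hepes, 0.01% Triton X-100, pH 7.0, preincubated 15 min at room temperature with compound. Reaction started with 40 uM arachidonic acid, 30 min at room temperature. Hydroperoxide measured by Fe-xylenol orange, 573/405 nm absorbance ratio.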
POLI inh – DNA polymerase iota (human) inhibition; Q9UNA4; Pol iota fluorescent replication assay, 10 min; Potency, µM (highest dose often 115 µM), for the others: at the highest dose activity, negative = inhibition, most hits filed as inhibitors; 1% of 390,000 active; AID 588590; note: potency is the fitted concentration of half-maximal effect
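Pol iota at 10 nM preincubated 15 min with compounds at room temperature; reaction started with fluorescent substrate, 50 nM final. Fluorescence read kinetically at 0 and 10 min; buffer-only wells as negative control.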
APE1 inh – APE1 (human) endonuclease inhibition; AID 2517; 0.35% of 350,000 active; Potency, µM (series often up to 65.8 µM), for the others: at the highest dose activity change, negative = inhibition, most hits filed as inhibitors; recombinant APE1, TAMRA/BHQ-2 abasic DNA cleavage fluorescence;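 note: potency is the fitted concentration of half-maximal effect; plate controls were vehicle for no effect and reference inhibitor for full effect; nearly all actives have a fitted effect of over 55% in size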
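Activity was derived from the fluorescence gain between first and third kinetic reads (60 s intervals, ex 525/em 598 nm) after 50 nM THF-abasic TAMRA/BHQ-2 duplex was added to 0.75 nM APE1 preincubated 15 min with compound.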
Numbers without * were called inactive; u = inconclusive; x = no result given; [ ] = another dose, or the depositor's remark. Unless noted, calls come from the whole dose curve; as a rule, active = well fitted curve in the direction sought with a large enough effect; inconclusive = small, poorly fitted or top-dose-only effect, or another doubt; inactive = no such curve, though single readings can be large; an effect the other way counts as inactive or inconclusive. An excerpt; count on the stated rates, not on these rows.

SMILES	Anesthetic bind	TRHR ag	BLM helicase inh	Pol beta inh	POLK inh	ERG Ets-DNA blk	ALOX12 inh	POLI inh	APE1 inh
COc1ccc([C@H]2CC(=O)C=C(c3cccc(C(C)C)c3)C2)cc1	x	0.6	x	x	4%	6%	-19%	11%	37%
NC1=NC[C@H](Cc2ccccc2)N1CC1CCCCC1	x	x	x	x	-16%	1%	-23%	19%	x
CCOC(=O)C1=C(C)OC(N)=C(C#N)C1c1cc2c(cc1[N+](=O)[O-])OCO2 (stereo not drawn)	-20%	1.7	-26%	3%	-9%	10%	u	162%[activator]	-5%
O=C(NCc1ccccn1)C(=O)Nc1nc(-c2ccccc2)cs1	0%	-0.1	-1%	u	7%	-2%	-3%	13%	0%
O=C(Cc1cccc2ccccc12)Nc1ccccc1	x	x	x	x	-12%	8%	-10%	17%	x
O=[N+]([O-])c1ccc(CSCc2ccc([N+](=O)[O-])cc2)cc1	x	x	x	x	-16%	-5%	5%	10%	x
Cc1cc2c(cc1C)N(Cc1ccccc1)C1=NCCCN12	-4%	0.0	7%	6%	-8%	-8%	-5%	u	3%
CC(C)n1c(/C=C/[C@@H](O)C[C@@H](O)CC(=O)O)c(-c2ccc(F)cc2)c2ccccc21	-11%	-0.4	-1%	-29%	-11%	-30%	2%	-10%	10%
CCCCc1ccc(NC(=O)CSc2nc(=O)n(CCN(C)C)c3c2CCC3)cc1	x	0.5	x	x	-10%	-4%	u	95%[activator]	-8%
COc1ccc(Cc2nnc(NS(=O)(=O)c3ccc(NC(C)=O)cc3)s2)cc1	7%	0.2	3%	5%	-7%	-3%	-1%	44%[activator]	30%
O=C1COc2ccc(C(=O)COC(=O)/C=C/c3ccc(Br)o3)cc2N1	x	1.0	x	x	18µM*	x	u	20µM*	u
Cc1cccc(Nc2nc(OCC#N)nc(N(C)C)n2)c1	-19%	-1.2	-3%	u	-3%	17%	13%	u	-27%
COc1ccc(CN(C(=O)COc2ccc(C)c(C)c2)C2CCS(=O)(=O)C2)cc1OC (stereo not drawn)	-12%	-0.2	1%	2%	-1%	1%	1%	-22%	18%
CCCc1cc(=O)[nH]c(SCC(=O)Nc2cc(C)on2)n1	-1%	-0.7	-2%	3%	11%	5%	-8%	-17%	2%
CCOc1ccc(N2C(=O)C3CCCN3C2=S)cc1 (stereo not drawn)	x	0.1	x	x	-6%	14%	-13%	-15%	21%
OC1(Cc2cc(-c3ccccc3)no2)CCN(CCCc2ccccc2)CC1	-12%	1.7	3%	16%	-1%	-6%	30%	10%	16%
COc1ccc(-c2ncccc2OC(=O)C23CC4CC(CC(C4)C2)C3)cc1	4%	0.4	-6%	-1%	-7%	-4%	-25%	-16%	-2%
OCCN(Cc1ccccc1)CC(O)COc1ccc(-c2ccccc2)cc1 (stereo not drawn)	-12%	0.2	-15%	4%	-9%[60.1 µM]	3%	u	-10%	1%
CN(C)S(=O)(=O)c1cccc(NC(=S)N/N=C/C(=O)c2ccccc2)c1	6%	-0.8	-2%	47%	-3%	x	0%	6%	10%
CCOC(=O)COn1c(=O)c(-c2ccc(F)cc2)[n+]([O-])c2ccccc21	8%	-0.5	-1%	-9%	-25%	6%	12%	-15%	6%
CC1(c2ccccc2)NC(=O)N(CCN2C(=O)c3ccccc3C2=O)C1=O (stereo not drawn)	-12%	-0.1	-1%	2%	3%	-6%	22%	-7%	4%
CC(=C\c1ccccc1)/C=C1/SC(=S)N(CCC(=O)O)C1=O	-1%	0.8	-4%	4%	-23%	-6%	-12%	u	-1%
O=C(Nc1ccc(N2CCOCC2)c(Cl)c1)c1cc2ccccc2o1	-21%	0.8	-8%	-2%	0%	8%	x	-14%	-1%
Cc1ccc2cccc(SCC(=O)N3CCOCC3)c2n1	0%	0.8	-3%	-14%	-8%	-1%	u	-2%	5%
Cn1cccc1CC(=O)NNC(=S)NC(=O)c1ccccc1Br	-16%	0.1	-3%	22%	-25%	2%	-16%	37%[activator]	1%

Ordered by molar mass (ascending): part of the list above.
SMILES	Anesthetic bind	TRHR ag	BLM helicase inh	Pol beta inh	POLK inh	ERG Ets-DNA blk	ALOX12 inh	POLI inh	APE1 inh
NC1=NC[C@H](Cc2ccccc2)N1CC1CCCCC1	x	x	x	x	-16%	1%	-23%	19%	x
CCOc1ccc(N2C(=O)C3CCCN3C2=S)cc1 (stereo not drawn)	x	0.1	x	x	-6%	14%	-13%	-15%	21%
COc1ccc([C@H]2CC(=O)C=C(c3cccc(C(C)C)c3)C2)cc1	x	0.6	x	x	4%	6%	-19%	11%	37%
COc1ccc(-c2ncccc2OC(=O)C23CC4CC(CC(C4)C2)C3)cc1	4%	0.4	-6%	-1%	-7%	-4%	-25%	-16%	-2%

The list goes on:
SMILES	Anesthetic bind	TRHR ag	BLM helicase inh	Pol beta inh	POLK inh	ERG Ets-DNA blk	ALOX12 inh	POLI inh	APE1 inh
Cn1c(Cc2ccccc2)nnc1SCC(=O)Nc1ccccc1N1CCOCC1	-6%	-0.1	-2%	3%	4%	3%	0%	-11%	1%
O=C(Nc1ccc(F)cc1F)N1CCCC(c2nc(-c3ccc(F)cc3)no2)C1 (stereo not drawn)	-10%	0.0	-2%	-19%	-4%	17%	-14%	-2%	-6%
O=C(Cc1ccc([N+](=O)[O-])cc1)NCc1ccncc1	-4%	-0.4	-3%	28%	-6%	-2%	0%	45%[activator]	-4%
CC(C)CN(C(=O)CSc1nc2ccccc2c(=O)n1C)C1CCS(=O)(=O)C1 (stereo not drawn)	x	-0.2	x	x	0%	6%	u	40%[activator]	3%
C=CCn1c(SCC(=O)Nc2ccccc2C)nnc1-c1ccncc1	-4%	-0.8	1%	-19%	-1%	-4%	-1%	10%	0%
Cc1ccc(N2CC(C(=O)Nc3nnc(SCC(N)=O)s3)CC2=O)cc1 (stereo not drawn)	-11%	0.4	-1%	15%	-11%	3%	1%	45%[activator]	22%
CC(CCc1ccccc1)NC(=O)C(=O)NCCc1ccccc1 (stereo not drawn)	-7%	-0.1	-4%	-13%	-17%	-1%	-30%	16%	-1%
COc1cc(NC(=O)c2cc(-c3ccc(Cl)c(Cl)c3)on2)cc(OC)c1OC	1%	0.6	-14%	3%	7%	2%	-20%	-28%	x
COc1ccccc1N=CC=C1OC(C)(C)C(C)(C)O1	-16%	-5.0	-9%	15%	-11%	-14%	u	9%	2%
COc1cccc(C(=O)Nc2cc(NC(=O)c3cccs3)ccc2C)c1	u	-2.4	-8%	-5%	10%	-7%	2%	-6%	25%
Cc1ccc(C(=O)NCCn2c(C)cc3ccccc32)cc1C	-11%	0.0	-6%	-2%	4%	0%	u	19%	x
Cc1nnc2c3ccccc3nc(Nc3ccccc3C(=O)O)n12	2%	-0.6	-11%	-28%	-11%	3%	u	-13%	x
CCN1CCN(c2ncc(C(=O)Nc3cc(Cl)c(OC)cc3OC)c3ccccc23)CC1	-14%	-0.1	1%	6%	6%	-2%	u	21%	9%
COC(=O)Nc1nnc(COc2cccc(C)c2)s1	-22%	-1.4	-4%	-2%	-7%	1%	0%	52%[activator]	11%
CCc1ccc(NC(=O)CCS(=O)(=O)c2ccc(Cl)cc2)cc1	2%	-1.2	-4%	22%	-3%	8%	8%	-17%	-6%
CC1=NOC(=O)/C1=C\c1ccc(-c2cc(Cl)ccc2Cl)o1	u	1.4	-4%	-2%	-18%	1%	2.2µM*	-11%	1%
CC(c1ccccc1)n1c(CO)nc2ccccc21 (stereo not drawn)	-2%	0.2	0%	-23%	-10%	-7%	13%	8%	27%
Cc1cc(NC(=O)c2cccnc2)ccc1NC(=O)c1cc2ccccc2o1	-5%	-0.2	-2%	3%	-26%	10%	1%	u	4%
CC(=O)c1c(C)oc2ccc(N(C(=O)Oc3ccccc3)S(=O)(=O)c3ccc(Br)cc3)cc12	5%	-1.1	-6%	-21%	-18%	6%	-11%	u	x
COC(=O)CSc1nc2c(c(-c3ccco3)c1C#N)CCCC2	u	-1.0	-28%	22µM*	-11%	18%	x	u	-8%
Cc1ccccc1-n1c(O)c(/C=N/N2CCCCC2c2cccnc2)c(=O)[nH]c1=O (stereo not drawn)	0%	-2.5	4%	29%	-1%[60.1 µM]	8%	2%	8%	-7%
COc1ccc(Cl)cc1CNCCSc1nnnn1-c1ccccc1	2%	0.3	-1%	u	-4%	10%	6%	9%	x
COCCN(C(=O)CCc1nnc(Cc2c[nH]c3ccccc23)o1)C(C)C	-2%	0.0	0%	11%	-3%	0%	14%	10%	39%
O=C(c1ccncc1)N1CCN(C(=O)c2ccncc2)CC1	11%	0.3	1%	0%	6%	2%	17%	19%	10%
Cc1ccc(NCc2ccncc2)c(Br)c1	u	-1.1	-4%	u	5%	6%	u	107%[activator]	0%
COCc1cc(=O)n2[nH]c(C(C)(C)C)cc2n1	-14%	0.9	2%	21%	3%	26%	0%	1%	1%
Cn1cccc1C(=O)OCC(=O)Nc1ccc2c(c1)OCO2	-7%	0.0	-1%	0%	-9%	-2%	2%	30%[activator]	-6%
COC(=O)NCC1(C)CC(NC(=O)OC)CC(C)(C)C1 (stereo not drawn)	u	-0.7	-4%	22%	-4%	-1%	-5%	20%	-7%
COc1cc(OC)c2c(c1)C(=O)OC2OC (stereo not drawn)	13%	-0.1	0%	-1%	14%	-2%	7%	-5%	2%
CC(c1ccco1)N(C(=O)c1ccccc1NS(=O)(=O)c1ccc(Cl)cc1)c1ccccn1 (stereo not drawn)	-6%	0.0	-2%	11%	-19%	2%	u	4%	-1%

Two records picked at random from the list so far:
SMILES	Anesthetic bind	TRHR ag	BLM helicase inh	Pol beta inh	POLK inh	ERG Ets-DNA blk	ALOX12 inh	POLI inh	APE1 inh
COc1ccccc1N=CC=C1OC(C)(C)C(C)(C)O1	-16%	-5.0	-9%	15%	-11%	-14%	u	9%	2%
CC(c1ccco1)N(C(=O)c1ccccc1NS(=O)(=O)c1ccc(Cl)cc1)c1ccccn1 (stereo not drawn)	-6%	0.0	-2%	11%	-19%	2%	u	4%	-1%
